Source: PubChem (Broad Institute)
ERp5 block = inhibitors of human ERp5 | ERp5 insulin aggregation, absorbance 650 nm, 90 min | inhibition, % at 9.99 µM | Q15084 | 350,000 tested, 0.05% active | AID 651711;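 active = mean replicate inhibition above about 25%, with every replicate also reaching it, limit read from the data, passing the limit was not always enough; inconclusive = only one of those two criteria met; inactive = neither criterion met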
Target sequence (Q15084 whole entry, looked up): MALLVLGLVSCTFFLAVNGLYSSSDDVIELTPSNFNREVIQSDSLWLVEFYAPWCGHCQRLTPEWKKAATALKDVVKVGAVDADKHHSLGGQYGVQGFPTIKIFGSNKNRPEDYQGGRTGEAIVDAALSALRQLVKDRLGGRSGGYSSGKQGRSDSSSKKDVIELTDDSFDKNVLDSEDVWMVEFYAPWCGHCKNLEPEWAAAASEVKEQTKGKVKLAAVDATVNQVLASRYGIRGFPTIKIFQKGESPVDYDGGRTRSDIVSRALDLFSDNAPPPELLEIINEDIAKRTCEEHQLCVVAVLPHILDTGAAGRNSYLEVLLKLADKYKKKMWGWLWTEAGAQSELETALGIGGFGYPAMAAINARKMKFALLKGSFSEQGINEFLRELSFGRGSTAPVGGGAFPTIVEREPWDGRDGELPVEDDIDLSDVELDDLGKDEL
PglD inh = inhibitors of Campylobacter jejuni PglD acetyltransferase; purified PglD enzyme, DTNB colorimetric CoA detection; 360,000 tested, 0.098% active; inhibition, % at 12.5 µM; in the data active = inhibition above about 16%, passing the limit was not always enough; inconclusive = no clear call, values can overlap the other calls; also: strong numbers were not always called active
S100A4 MyoIIA = S100A4-myosin IIA interaction inhibition; P26447; S100A4/TAMRA-MyoIIA peptide fluorescence polarization; inhibition, % at 10.7 µM; 360,000 tested, 0.14% active; AID 652163;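 active = mean inhibition of at least 70% across replicates, with every replicate also reaching that level; inconclusive = mean inhibition reaches 70% but some replicates fall short; inactive = mean inhibition below 70%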
Target sequence (P26447 whole entry, looked up): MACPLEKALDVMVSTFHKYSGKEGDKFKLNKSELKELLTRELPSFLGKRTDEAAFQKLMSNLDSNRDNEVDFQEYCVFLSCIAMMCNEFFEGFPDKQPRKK
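incubation = readout 5 min after mixing, signal stable up to 60 min | system = S100A4 monomer protein | buffer or medium = HEPES pH 7.2 with CaCl2, KCl, NaCl, DTT, Triton | benchmarks = neutral control DMSO, positive control TFP | also added = fluorescent myosin IIA peptide, 5 nM | compound dosing = one concentration per compound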
E-sel inducer = E-selectin induction on HUVECs; 260,000 tested, 0.37% active; HUVEC E-selectin immunofluorescence imaging; normalized: neutral wells 0, TNF-alpha wells 100; P16581; activation, % at 7.58 µM;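 active = mean E-selectin-positive cell signal at least 10% of the positive control, reached in at least 60% of replicates, without over 20% cell loss; inconclusive = no rule given, readout overlaps actives, possibly toxicity-flagged; inactive = the rest, including those meeting only one limit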;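 also: in these data hits start at about 27%; measured in HUVEC primary endothelial cells; signal is the percent of cells scored E-selectin positive by PE staining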
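material = human umbilical vein endothelial cells (HUVEC), E-selectin induction | quantity = 3,000 cells/well | medium = EGM-2 growth medium on 0.1% gelatin-coated wells | technique = immunofluorescence imaging | read-out basis = % PE-positive cells | control set = TNF-alpha positive control, DMSO neutral control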
SIRT5 inh = blocks human SIRT5 desuccinylation of peptide; Q9NXA8; Purified SirT5, succinyl-peptide AMC, trypsin-coupled fluorescence; inhibition, % at 15 µM; 330,000 tested, 1.1% active; in the data active = inhibition above about 15%; inconclusive = no clear call, values can overlap the other calls
Target sequence (Q9NXA8 whole entry, looked up): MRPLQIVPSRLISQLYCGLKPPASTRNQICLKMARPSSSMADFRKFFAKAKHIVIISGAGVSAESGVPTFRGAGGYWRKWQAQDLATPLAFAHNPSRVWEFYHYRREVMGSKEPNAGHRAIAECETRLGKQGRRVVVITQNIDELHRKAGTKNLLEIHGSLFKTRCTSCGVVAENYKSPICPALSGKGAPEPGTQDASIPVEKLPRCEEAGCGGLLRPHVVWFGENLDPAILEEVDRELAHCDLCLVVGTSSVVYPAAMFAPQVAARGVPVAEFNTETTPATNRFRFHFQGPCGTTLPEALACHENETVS
DENV2 CPE rescue = protects cells from dengue virus 2 cytopathic effect | 350,000 tested, 1.7% active | CPE inhibition, % at 9.99 µM | DENV2-infected cells, cytopathic effect rescue, plate reader; in the data active = CPE inhibition above about 20%, passing the limit was not always enough; inconclusive = no clear call, values can overlap the other calls; tested in BHK-21 cells;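 also: 0% = median of neutral control wells and 100% = median of positive control wells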
C2C12 statin = protects C2C12 myotubes from simvastatin toxicity; ATP luminescence, 48 h; scaled: DMSO 0, geranylgeraniol control 100; rescue of ATP level, % at 7.49 µM; 330,000 tested, 0.78% active; AID 602340;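 active = mean ATP rescue above about 67%, or every replicate alone reaching that limit, limit read from the data, passing the limit was not always enough; inconclusive = no clear call, values can overlap the other calls; inactive = mean under the limit and some replicate under it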;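 also: myotubes were challenged with 10 µM simvastatin during compound exposure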
An asterisk follows results filed as active; ? = inconclusive; nt = no result given.

SMILES | ERp5 block | PglD inh | S100A4 MyoIIA | E-sel inducer | SIRT5 inh | DENV2 CPE rescue | C2C12 statin
O=C(Nc1nnc(Cc2ccc([N+](=O)[O-])cc2)s1)Nc1ccccc1F | 0 | 1 | -2 | nt | -5 | -6 | nt
O=C(C[C@@H]1C=C[C@@H](NC(=O)Nc2ccccc2F)[C@H](CO)O1)NCc1ccccc1 | 2 | nt | 3 | -0.3 | 1 | 2 | nt
CCCC#Cc1cnc2c(c1)C(=O)N([C@@H](C)CO)C[C@@H](C)[C@@H](CN(C)C(=O)Nc1cccc(F)c1)O2 | 8 | 5 | -106 | 0.1 | 4 | 12 | 27
CCOc1ccc(-n2c(SCC(=O)Nc3ccc(C(=O)O)cc3)nc3ccccc3c2=O)cc1 | 4 | -1 | 2 | nt | -1 | -7 | 7
Nc1nc(Nc2ccccc2F)sc1C(=O)c1ccccc1 | -1 | nt | -6 | 0.1 | 1 | -2 | nt
O=C(NC(=S)NCc1ccccc1)C1CC1 | 19 | nt | 16 | nt | 6 | 2 | nt
Cc1c(Cl)cccc1NC(=O)C1CCN(S(C)(=O)=O)CC1 | 1 | nt | -2 | 10 | nt | -3 | nt
Cc1ccc(S(=O)(=O)NCC[C@@H]2CC[C@@H](NC(=O)Nc3cccc(F)c3)[C@H](CO)O2)cc1 | 2 | 4 | -5 | 0.1 | 1 | 5 | -18
COc1ccc(CN(C)C[C@@H]2OCCCC[C@H](C)Oc3ccc(NC(=O)c4ccncc4)cc3C(=O)N([C@H](C)CO)C[C@@H]2C)cc1 | -2 | -1 | 15 | -0.1 | 0 | 1 | nt
COc1cc(OC)cc(C(=O)NC(=S)NNC(=O)[C@H]2C[C@@H]2c2ccccc2)c1 | 6 | -2 | -4 | nt | -1 | -6 | 1
Cc1ccc(CN2C(=O)C(CC(C)C)Nc3ncnc(N4CCN(c5ccccn5)CC4)c32)cc1 (centres undefined) | -6 | -3 | -10 | -0.1 | 0 | nt | 8
O=C(NCc1ccc(Cl)cc1)C(=O)NCC1OCCCN1S(=O)(=O)c1cccs1 (centres undefined) | 2 | 0 | 16 | -0.1 | 1 | -2 | nt
O=C(c1cccc(Br)c1)N1CCN(c2ccc(N3CCOCC3)nn2)CC1 | 12 | -3 | 0 | nt | -4 | 16 | nt
Cc1cc(N2C(=O)C(O)=C(C(=O)c3ccco3)C2c2ccc([N+](=O)[O-])cc2)no1 (centres undefined) | 0 | -4 | 1 | -0.3 | 5 | -4 | nt
O=C(O)C1CC=CCC1C(=O)N1CC=C(c2ccccc2)CC1 (centres undefined) | 0 | 2 | -4 | nt | -2 | 13 | -15
CCn1cc(-c2csc(N)n2)c(C)n1 | 6 | nt | 0 | 1.4 | 1 | 0 | nt
CC(=O)Nc1ccc(-c2ccnc(-c3ccc(NC(C)=O)cc3)n2)cc1 | 3 | nt | -1 | 0.0 | -1 | 4 | nt
CCCC#Cc1ccc2c(c1)O[C@H](CN(C)C(=O)CC1CC1)[C@@H](C)CN([C@H](C)CO)S2(=O)=O | 3 | 16 | -7 | 0.1 | 3 | 3 | 11
C[C@@H]1CN([C@H](C)CO)S(=O)(=O)c2ccc(C#CCN(C)C)cc2O[C@H]1CN(C)Cc1cccnc1 | -4 | -5 | 3 | 0.3 | -2 | -8 | -92
Cn1c(SCC(=O)NCc2ccco2)nnc1C1CC1 | 1 | 2 | -2 | -1.3 | -4 | -4 | 12
Cc1ccccc1CNC(=O)CCCC(=O)n1nc(C)c2ccccc21 | -1 | -3 | -3 | nt | 1 | -1 | -9
O=C(C1CCN(S(=O)(=O)c2ccc(Cl)cc2)CC1)N1CCC1 | 1 | nt | 4 | -0.5 | -4 | -10 | nt
CC(=O)N(c1ccc(N(C(C)=O)S(=O)(=O)c2ccccc2)cc1)S(=O)(=O)c1ccccc1 | -2 | -7 | -3 | 0.8 | nt | -4 | -1
CCOc1cc(/C=C2\SC(N)=NC2=O)ccc1O | 0 | -8 | -5 | -0.2 | -1 | 1 | 6
CC1CCN(c2nc(-c3ccco3)c3c(c2C#N)CC(C)(C)OC3)CC1 | 1 | 0 | -8 | 1.9 | -1 | -12 | 25
O=C(NC1CCCCC1)C(=S)NCCc1ccccc1 | -1 | 1 | -4 | 0.0 | -2 | -8 | 3
COc1c(Cl)cc(Cl)cc1CNc1ccc(S(N)(=O)=O)cc1 | 0 | nt | -1 | nt | -1 | 4 | nt
Cc1ccc(CN2CC(C(=O)Nc3cccc(C)n3)CC2=O)cc1 (centres undefined) | -1 | -1 | -19 | -0.1 | -8 | -2 | 9
CCCOc1ccc(N2C(=O)CC(N(CCc3ccc(OC)cc3)C(=O)/C=C/C(=O)O)C2=O)cc1 (centres undefined) | 7 | nt | 0 | nt | 42* | 4 | nt
O=C1CCn2c1c(O)c1ccccc1c2=O | -2 | nt | -1 | ? | -1 | 16 | nt
CCC(OC(C)=O)c1cc2c(cc1[N+](=O)[O-])OCCO2 (centres undefined) | 3 | nt | 1 | nt | nt | -1 | 3
CC1=C(C(=O)OC2CCCC2)C(c2ccc(C)o2)C2=C(CC(c3cccs3)CC2=O)N1 (centres undefined) | nt | 4 | nt | 2.0 | nt | nt | 102*
CCOc1ccc(-c2ccc(C3=CC(=O)C[C@H](c4ccc(F)cc4)C3)cc2)cc1 | -3 | 2 | -8 | 0.9 | -2 | 15 | -2
Cc1ccccc1OCC(=O)Nc1cc(S(=O)(=O)N2CCCCC2)ccc1N1CCN(C)CC1 | 1 | nt | 1 | nt | 10 | -2 | nt
CCC(C(=O)NC1CCCC1)N(Cc1ccccc1Cl)C(=O)c1snc(C(N)=O)c1N (centres undefined) | -9 | 6 | 18 | nt | -4 | 1 | 17
Cc1nc2ccc(S(=O)(=O)N(C)CC(=O)Nc3ccccc3F)cc2s1 | -5 | 0 | 0 | -0.5 | -10 | -3 | 9
COc1ccc(-n2c(C)cc(C(=O)CN3CCCCC3)c2C)cc1 | 2 | 0 | -7 | nt | -9 | -2 | 0
O=S(=O)(NCCCc1ccccc1)c1ccc(Br)cc1 | 0 | 1 | -2 | 2.7 | -2 | 15 | 6
COc1ccc(S(=O)(=O)Nc2ccc3c(c2)CC(=O)N([C@H](C)CO)C[C@H](C)[C@@H](CN(C)Cc2ccc(-c4ccccc4)cc2)O3)cc1 | 4 | 0 | -3 | 0.1 | -8 | -18 | 29
CN1c2ccc(-c3ccccc3)cc2[C@H]2[C@H](CCN2S(=O)(=O)c2ccccc2F)[C@@H]1CO | -3 | -1 | 4 | 0.8 | 5 | -15 | 0
COc1cc(/C=C/C(=O)O)cc(S(=O)(=O)Nc2ccccc2Cl)c1OC | 5 | nt | -2 | -2.6 | 0 | -8 | nt
C=CCN1C(=O)/C(=C/C(=O)OC)S/C1=N\NC(=O)c1ccccc1 | -1 | -2 | -1 | nt | 1 | 1 | nt
C/C(=N\NC(=O)c1ccn(C)n1)c1ccc(NC(=O)c2cccc(F)c2)cc1 | -4 | 4 | 0 | -0.8 | 6 | ? | nt
COc1cc(NC(=O)C2CCC(=O)N2S(=O)(=O)c2ccc(C)cc2)cc(OC)c1 (centres undefined) | -1 | -3 | -5 | nt | 0 | 9 | 7
C[C@@H](NC(=O)c1cc2c([nH]c3ccccc32)c(-c2ccccc2)n1)C(=O)O | 5 | 3 | -4 | nt | -11 | -2 | -20

Already shown: an excerpt of the list.
SMILES | ERp5 block | PglD inh | S100A4 MyoIIA | E-sel inducer | SIRT5 inh | DENV2 CPE rescue | C2C12 statin
CCC(OC(C)=O)c1cc2c(cc1[N+](=O)[O-])OCCO2 (centres undefined) | 3 | nt | 1 | nt | nt | -1 | 3
CC1=C(C(=O)OC2CCCC2)C(c2ccc(C)o2)C2=C(CC(c3cccs3)CC2=O)N1 (centres undefined) | nt | 4 | nt | 2.0 | nt | nt | 102*
CCOc1ccc(-c2ccc(C3=CC(=O)C[C@H](c4ccc(F)cc4)C3)cc2)cc1 | -3 | 2 | -8 | 0.9 | -2 | 15 | -2

The results go on.
SMILES | ERp5 block | PglD inh | S100A4 MyoIIA | E-sel inducer | SIRT5 inh | DENV2 CPE rescue | C2C12 statin
Cc1ccc(C(=O)Nc2cc([N+](=O)[O-])ccc2C)cc1 | -4 | nt | 1 | nt | -3 | nt | -4
Oc1c(C(c2ccco2)N2CCN(C(c3ccccc3)c3ccccc3)CC2)sc2ncnn12 (centres undefined) | 1 | -3 | -9 | 2.9 | -1 | 10 | 35
COc1ccc(-c2c(C)n([O-])c3c([n+]2=O)CCCCC3)cc1 | 5 | nt | -1 | 0.1 | 2 | -7 | nt
C[C@@H]1CN([C@H](C)CO)C(=O)c2cccc(NC(=O)c3cnccn3)c2O[C@H]1CN(C)Cc1ccccc1 | -3 | 8 | 1 | 0.1 | 4 | 1 | -33
CCc1ccc(C(C(=O)NCc2ccccc2)N(C(=O)c2csnn2)C2CC2)cc1 (centres undefined) | -5 | -3 | -1 | 0.0 | nt | -5 | 2
CC1=C(C(=O)Nc2ccccc2C(=O)NCCCOC(C)C)SCCO1 | 1 | 1 | 1 | ? | -4 | ? | -5
O=C(Nc1ccc(-c2nc3cccnc3s2)cc1)C1CCCO1 (centres undefined) | -4 | -1 | -2 | -0.1 | -54 | -1 | -52
CCOC(=O)c1ccc(NC(=O)CSc2nnc(COc3ccccc3OC)n2C)cc1 | 1 | -1 | 0 | nt | -2 | 7 | -21
CCn1c(SCC(=O)NC2CC2)nnc1-c1ccccc1OC | 3 | 4 | 3 | 0.1 | -1 | ? | 8
CCN(CC)CCN1C(=O)C(O)=C(C(C)=O)C1c1ccccc1[N+](=O)[O-] (centres undefined) | 5 | -2 | 2 | 1.4 | nt | -5 | nt
CN(C)C(=O)[C@@H]1[C@@H](CO)[C@@H]2Cn3c(ccc(-c4ccncc4)c3=O)[C@@H]2N1Cc1ccccc1F | 13 | -2 | -14 | 0.0 | 0 | 7 | -3
CCCCn1c(N)c(N(C)C(=O)C2CCCC2)c(=O)[nH]c1=O | nt | -3 | -2 | 1.1 | -1 | -7 | 4
CC(c1nc2ccccc2[nH]1)n1c(=O)c(-c2ccco2)nc2ccccc21 (centres undefined) | -1 | nt | -12 | -0.3 | 3 | -6 | nt
COc1ccc(N2CCN(CC(O)COc3ccc(F)cc3)CC2)cc1 (centres undefined) | 1 | 3 | 6 | nt | 0 | 52* | 4
O=C(CNc1n[nH]c(=O)[nH]c1=O)N/N=C/c1ccccc1 | 4 | nt | -2 | nt | 0 | -1 | nt
CCC(=O)N1C[C@@H](C)[C@H](OC)CN(C)C(=O)c2ccc(NC(=O)C3CCOCC3)cc2OC[C@H]1C | nt | 2 | nt | 0.0 | nt | nt | 3
O=C(NCCCN=C1NS(=O)(=O)c2ccccc21)c1ccccc1Cl | -5 | 3 | -4 | nt | -4 | 0 | -3
CCn1c(SC(C)C(=O)Nc2nnc(C)s2)nnc1-c1ccco1 (centres undefined) | -1 | -1 | 3 | -0.1 | -2 | 2 | -1
O=C(CC(C(=O)O)c1cccc(Br)c1)c1ccc(Cl)cc1 (centres undefined) | -2 | 2 | 0 | 0.3 | -1 | -1 | -4
N#CCC(=O)Nc1ccc(C(=O)NNC(=S)NC2CCCCC2)cc1 | 1 | 3 | 6 | 0.0 | nt | 6 | 7
CCCc1nc(-c2ccccc2)c(-c2ccc(OC)c(OC)c2)c(=O)[nH]1 | 5 | -12 | 1 | nt | -2 | -4 | 5
CN(CC(=O)Nc1cccc(F)c1)C(=O)CN1C(=O)NC2(CCCC2)C1=O | 1 | -1 | 1 | 0.3 | -3 | ? | 5
CC(C)n1c(N2CCN(CC(=O)Nc3ccc4c(c3)OCCO4)CC2)nc2ccccc21 | nt | 1 | nt | -0.6 | nt | nt | -12
CC1SC(=S)N(c2ccc(N(C)C)cc2)C1=O (centres undefined) | 1 | 5 | -3 | nt | 0 | 9 | -4

A portion of the library, so the mix of outcomes need not match the whole.
